SIAH1 antagonists: blockers of Siah-1 interaction with plectin peptide – biochemical, fluorescence polarization, rhodamine-plectin, uHTS, primary screen (AID 1817); Siah-1 / rhodamine-plectin peptide fluorescence polarization; higher % means a stronger effect; one-dose displacement, % at 20 µM; IC50 in µM for titrated hits; hit rate 0.02% among 290,000;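 active = displacement of at least 50% at 20 µM, with a fluorescence ratio check between 0.3 and a set limit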;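 also: plate controls were Siah plus tracer with DMSO for no effect and tracer alone without Siah for full effect; strong numbers were not always called active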
Large T inhibition: TAg ATPase/helicase activity blockers – biochemical (AID 1903); hit rate 0.39% among 310,000; one-dose inhibition, % at 20 µM; IC50 in µM for titrated hits; SV40 large T antigen ATPase/helicase inhibition assay; higher % means a stronger effect; in the data active = a potency from the dose series; inconclusive = inhibition mostly from about 32% at the one dose, without a potency; inactive = the rest, 99 in 100 with inhibition below about 32%; also: strong numbers were not always called active
UTI89 phage lysis: inhibition of K1F phage lysis, E. coli UTI89, bacterial capsule biogenesis inhibitors, alamar blue (AID 488966); E. coli UTI89 K1F phage lysis, alamar blue, 2 h; higher % means a stronger effect; one-dose inhibition, % at 100 µM; IC50 in µM for titrated hits; hit rate 0.02% among 340,000;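 active = phage lysis inhibition, versus mean bacterial control, above a set limit; inconclusive = no clear call, values can overlap the other calls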;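 also: capsule biogenesis inhibitors block K1F phage lysis so surviving cells raise fluorescence; higher fluorescence means more inhibition of phage lysis; actives were called in the ten point dose series up to 300 µM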
NS5 inhibitors: flavivirus cap methylation enzyme inhibition – biochemical, confirmation dose response, primary screen (AID 588689) | inhibition, % at 25 µM; hits with a dose series show IC50 in µM | hit rate 0.3% among 340,000 | Dengue-2 NS5 methyltransferase capping enzyme assay, biochemical; higher % means a stronger effect; in the data active = a potency from the dose series; inconclusive = inhibition above about 29% without an active follow-up result
West Nile antiviral: inhibition of WNV-induced cytopathic effect – cell-based, CPE readout (AID 1621). West Nile virus-infected cells, CPE inhibition; higher % means a stronger effect. CPE inhibition, % at 10 µM; hits with a dose series show IC50 in µM. hit rate 0.02% among 290,000; in the data active = a potency from the dose series; inconclusive = CPE inhibition mostly from about 3.7% at the one dose, without a potency; inactive = the rest, 99 in 100 with CPE inhibition below about 2.2%; also: strong numbers were not always called active
Rac1 GTP hydrolysis: MgcRacGAP GTPase-activating activity inhibitors, confirmation, biochemical, ADP Hunter fluorescence. MgcRacGAP-stimulated Rac1 GTP hydrolysis, ADP Hunter fluorescence; higher % means a stronger effect; GST-tagged Rac1 F28L mutant substrate. hit rate 0.6% among 340,000. inhibition, % at 30 µM; hits with a dose series show IC50 in µM;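 active = first-screen hits whose inhibition reached a set limit at any dose in the follow-up dose series; inconclusive = inhibition above the set first-screen limit but never retested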;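 also: fluorescence reports GDP produced by GAP-driven GTP hydrolysis; strong numbers were not always called active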
NTR1 ag: NTR1-driven beta-arrestin-GFP spot formation – imaging, U2OS cells, high content, primary screen (AID 493036); P30989; agonist mode; activation, % at 20 µM; hit rate 0.17% among 330,000;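 active = activation at or above 40% of the spot to cytoplasm intensity ratio, with at least 20 cells analyzed; inconclusive = wells under 20 cells, flagged as cytotoxic or low count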;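 also: 0% = DMSO without peptide and 100% = 100 nM NTR1 peptide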
Target sequence (P30989 whole entry, looked up): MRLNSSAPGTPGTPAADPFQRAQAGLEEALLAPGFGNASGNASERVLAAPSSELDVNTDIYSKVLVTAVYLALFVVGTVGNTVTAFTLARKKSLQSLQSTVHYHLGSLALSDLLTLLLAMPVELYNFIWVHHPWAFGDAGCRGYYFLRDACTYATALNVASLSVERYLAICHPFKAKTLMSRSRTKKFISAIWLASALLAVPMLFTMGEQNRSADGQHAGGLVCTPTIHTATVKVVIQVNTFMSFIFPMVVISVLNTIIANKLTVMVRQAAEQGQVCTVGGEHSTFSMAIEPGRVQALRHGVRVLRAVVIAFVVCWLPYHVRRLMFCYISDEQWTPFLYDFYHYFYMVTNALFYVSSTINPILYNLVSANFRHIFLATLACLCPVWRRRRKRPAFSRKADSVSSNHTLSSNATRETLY
AID2073: disruptors of CaV2.2 binding to Mint1 – biochemical, HTRF (AID 2073); hit rate 0.19% among 290,000; HTRF protein-protein interaction, Mint1-CaV2.2; higher % means a stronger effect; inhibition, % at 20 µM; hits with a dose series show IC50 in µM; in the data active = inhibition mostly above about 51%, no sharp cut-off; inconclusive = no clear call, values can overlap the other calls; inactive = mostly below about 53%; also: some results filed as inactive read as strong as hits
RSV CPE inhibition: inhibition of RSV-induced cytopathic effect – HEp-2 cells, primary 10 µM value included (AID 2391); HEp-2 cells, RSV-induced CPE inhibition; higher % means a stronger effect; hit rate 0.13% among 310,000; CPE inhibition, % at 10 µM; hits with a dose series show IC50 in µM; in the data active = a potency from the dose series; inconclusive = CPE inhibition mostly from about 23% at the one dose, without a potency; inactive = the rest, 99 in 100 with CPE inhibition below about 21%; also: strong numbers were not always called active
NTR1 ag cell count 20 µM: further read-out of NTR1 ag, marked with its call; cell count; measured here: cell count, cytotoxicity flag
NS5 inhibitors pilot replicate: further read-out of NS5 inhibitors, marked with its call; inhibition, %; measured here: pilot screen replicate inhibition
An asterisk follows results filed as active; i = inactive; ? = inconclusive; · = not tested or not shown; [ ] = another dose, or the depositor's remark.

SMILES	SIAH1 antagonists	Large T inhibition	UTI89 phage lysis	NS5 inhibitors	West Nile antiviral	Rac1 GTP hydrolysis	NTR1 ag	NTR1 ag cell count 20 µM	AID2073	RSV CPE inhibition	others
CC(N=C1NS(=O)(=O)c2ccccc21)C(=O)NCc1ccc2c(c1)OCO2 (stereo not drawn)	0%	5%	13%	-3%	0.2%	4%	0.1	58	-1%	1.3%
Cc1cc(C)nc(N2CCCC(C(=O)Nc3cc(F)ccc3C)C2)n1 (stereo not drawn)	-4%	11%	-0.2%	-4%	·	5%	2.9	46	2%	0.2%
Cc1nn(C(C)C(=O)NCc2ccc(Cl)cc2)c(=O)c2cc3occc3n12 (stereo not drawn)	-4%	10%	0.3%	2%	0.4%	11%	0.0	42	7%	4.3%
Cc1ccc(C2N(c3ccccc3)C(=O)N3CCCN23)cc1 (stereo not drawn)	0%	-1%	0.5%	-14%	0.1%	0%	-1.9	86	6%	-1.4%
COc1cc(CNc2ccc(O)cc2)cc(Br)c1OCc1ccccc1F	i	?	-3.9%	57%	-0.2%	21%	1.6	50	-6%	21%
COc1ccc(C(=O)COC(=O)CNC(=O)c2ccc(Cl)cc2Cl)c(OC)c1	·	12%	1.3%[50 µM]	1%	·	9%	1.4	61	·	-1.0%
O=C(c1cccnc1)n1nc(NCc2ccccc2)nc1NCc1ccccc1	0%	4%	-0.2%	2%	-0.4%	9%	1.2	66	5%	1.2%
O=C(O)c1ccc(S(=O)(=O)NC2CCCCCC2)cc1	-4%	7%	1.3%	-5%	1.3%	6%	-0.5	52	8%	3.5%
CCOc1ccccc1N1CCN(C(=O)c2csc(C)c2CC)CC1	8%	3%	0.2%	2%	0.6%	6%	0.3	58	-8%	3.0%
COc1ccc(Cc2nnc(NC(=O)Cc3cccs3)s2)cc1	14%	11%	-2.2%	-5%	·	52µM*	·	·	37%	·
Cc1ccc(NC(=O)CN(C)C(=O)CNC(=O)c2ccc3c(c2)OCO3)cc1	·	12%	1.1%[50 µM]	1%	·	10%	-0.6	54	·	-0.4%
CN(C)CCNC(=O)C(C(=O)c1ccccc1)n1ccccc1=O (stereo not drawn)	3%	7%	0.4%	2%	-0.3%	10%	-1.5	94	1%	2.0%	NS5 inhibitors pilot replicate=-0.3
CCC(=O)N1CCCc2cc(S(=O)(=O)NCc3cccs3)ccc21	2%	17%	1.3%	-1%	-1.1%	2%	-3.6	88	-5%	1.4%
N#Cc1c(Cl)nsc1NN	-5%	23%	0.8%	-12%	-1.5%	17%	0.5	42	-38%	-0.1%
COc1sc(SC)cc1/C=N/NC(=O)c1ccncc1	2%	13%	0.6%	-6%	0.5%	3%	0.2	51	-4%	0.9%

Three structures already listed, ordered by formula weight, ascending.
SMILES	SIAH1 antagonists	Large T inhibition	UTI89 phage lysis	NS5 inhibitors	West Nile antiviral	Rac1 GTP hydrolysis	NTR1 ag	NTR1 ag cell count 20 µM	AID2073	RSV CPE inhibition	others
CN(C)CCNC(=O)C(C(=O)c1ccccc1)n1ccccc1=O (stereo not drawn)	3%	7%	0.4%	2%	-0.3%	10%	-1.5	94	1%	2.0%	NS5 inhibitors pilot replicate=-0.3
Cc1nn(C(C)C(=O)NCc2ccc(Cl)cc2)c(=O)c2cc3occc3n12 (stereo not drawn)	-4%	10%	0.3%	2%	0.4%	11%	0.0	42	7%	4.3%
COc1cc(CNc2ccc(O)cc2)cc(Br)c1OCc1ccccc1F	i	?	-3.9%	57%	-0.2%	21%	1.6	50	-6%	21%

The list continues:
SMILES	SIAH1 antagonists	Large T inhibition	UTI89 phage lysis	NS5 inhibitors	West Nile antiviral	Rac1 GTP hydrolysis	NTR1 ag	NTR1 ag cell count 20 µM	AID2073	RSV CPE inhibition	others
Cc1ncc(CC(=O)n2cc(C(=O)c3cc(F)ccc3O)cn2)s1	-2%	14%	-6.8%	-1%	1.2%	8%	-1.4	80	19%	5.5%
C[C@H](NC(=O)C1CC(=O)N(c2ccc3c(c2)OCCO3)C1)C(=O)N1CCC(C(=O)O)CC1 (stereo partly drawn)	-4%	2%	0.0%	-3%	-0.2%	-10%	-1.2	54	6%	1.3%
O=C(CCCCl)N1CCc2[nH]c3ccccc3c2C1	·	·	0.5%[50 µM]	6%	·	-2%	0.7	60	·	·
O=C(CSc1n[nH]c(-c2ccncc2)n1)Nc1ccc(Br)cc1	-1%	-1%	0.0%	-4%	-0.5%	0%	-0.5	67	21%	4.2%
O=C(NCCC1=CCCCC1)C(=O)c1c[nH]c2ccccc12	-4%	2%	12%	-6%	-0.8%	2%	1.1	43	14%	1.5%
O=c1oc2ccccc2cc1-c1csc(NN=C2CCCC2)n1	6%	17%	5.2%	7%	-0.3%	8%	5.3	50	43%	17%
Cc1cc(C)c(S(=O)(=O)N2CCN(C(=O)c3c(C)noc3C)CC2)c(C)c1	·	·	0.7%[50 µM]	-6%	·	2%	-0.4	62	·	0.6%
Cn1c(N)c(C(=O)COC(=O)CNS(=O)(=O)c2cccc(Cl)c2)c(=O)n(C)c1=O	6%	8%	-0.2%	-7%	0.1%	-6%	0.0	36	4%	0.4%
CC(C)OCCCN(CC(O)c1ccccc1)CC(O)c1ccccc1 (stereo not drawn)	12%	2%	3.2%	-1%	0.7%	27%	0.3	61	0%	-0.8%
CCCn1nc(Oc2nc(NC(C)C)nc(N(C)C)n2)ccc1=O	2%	22%	0.5%	-8%	-0.5%	2%	-2.6	71	4%	-0.1%
COc1ccc(CN2CCCCCC2)cc1	6%	5%	-0.1%	-3%	0.0%	18%	1.0	57	9%	2.4%
O=C(NCCc1c[nH]c2ccccc12)C(=O)NCC(c1ccco1)N1CCN(c2ccc(F)cc2)CC1 (stereo not drawn)	7%	27%	4.6%	0%	0.0%	6%	4.7	64	14%	1.8%
CCOc1cc(C)c(S(=O)(=O)NC2CCCCC2)cc1C	-9%	4%	-0.1%	·	-0.7%	-6%	3.8	70	-7%	6.3%
Nc1nc(Sc2ccc(C(F)(F)F)cc2[N+](=O)[O-])n[nH]1	-3%	16%	1.8%	-3%	0.2%	-1%	-1.0	60	23%	-0.6%
Cc1cc(C)c2cc(CN(CCN3CCCC3)C(=O)Nc3ccc(F)cc3)c(=O)[nH]c2c1	-7%	-10%	0.4%	-12%	0.4%	5%	6.8	49	-1%	1.4%

Structural class, the compounds so far containing bromine
SMILES	SIAH1 antagonists	Large T inhibition	UTI89 phage lysis	NS5 inhibitors	West Nile antiviral	Rac1 GTP hydrolysis	NTR1 ag	NTR1 ag cell count 20 µM	AID2073	RSV CPE inhibition	others
COc1cc(CNc2ccc(O)cc2)cc(Br)c1OCc1ccccc1F	i	?	-3.9%	57%	-0.2%	21%	1.6	50	-6%	21%
O=C(CSc1n[nH]c(-c2ccncc2)n1)Nc1ccc(Br)cc1	-1%	-1%	0.0%	-4%	-0.5%	0%	-0.5	67	21%	4.2%

Other entries:
SMILES	SIAH1 antagonists	Large T inhibition	UTI89 phage lysis	NS5 inhibitors	West Nile antiviral	Rac1 GTP hydrolysis	NTR1 ag	NTR1 ag cell count 20 µM	AID2073	RSV CPE inhibition	others
CCCCCCOC(=O)c1ccc(N)cc1	4%	26%	0.3%	-4%	-0.1%	7%	4.5	52	-10%	6.2%
O=C(CCc1nc2ccccc2[nH]1)N1CCc2ccccc2C1	-8%	1%	0.8%	-1%	·	7%	-2.2	49	2%	0.0%
COc1cc2c(cc1NS(=O)(=O)N1CCCC1)oc1ccccc12	4%	26%	-0.3%	-9%	-0.4%	3%	2.0	53	28%	1.5%
Cc1cccc(C(=O)OCC(=O)NCCCc2ccccc2)c1	15%	4%	·	·	0.0%	·	-1.4	91	-7%	0.8%
O=C(Nc1ccc(F)cc1)C1CCN(c2ncnc3c2nc2n3CCCCC2)CC1	-9%	-5%	-0.5%	-5%	-0.3%	-9%	-0.1	60	26%	16%
COc1ccccc1OCCCCNC(C)(C)C	-5%	18%	0.5%	-1%	0.0%	1%	1.3	33	9%	2.6%
CCN1CCN(C(=O)CCS(=O)(=O)c2cc3c(cc2Cl)NC(=O)CO3)CC1	3%	·	4.9%	3%	0.7%	2%	-0.2	56	7%	-0.2%
COc1cccc(/C=C2\SC(=S)N(NC(=O)c3ccncc3)C2=O)c1	5%	21%	0.1%	-3%	-0.1%	15%	0.2	47	12%	0.2%
COc1ccc(NC(=O)Nc2cc(F)ccc2C)cc1	-6%	13%	0.2%	-15%	-0.7%	8%	1.6	51	-4%	19%
O=C1C=C(NCc2ccco2)C2(CCCCC2)O1	1%	6%	0.2%	-3%	0.0%	12%	-0.1	50	3%	-0.3%
O=C(Nc1ncn[nH]1)c1ccc(Cl)c(S(=O)(=O)Nc2ccc(Cl)cc2)c1	0%	4%	0.9%	0%	0.2%	6%	0.7	36	-5%	4.3%
Nn1c(-c2ccccc2)nc2ccccc2c1=O	0%	3%	0.0%	-8%	1.0%	-6%	-1.6	64	20%	0.4%
Nc1ncc(Br)cc1S(=O)(=O)NC1CCCCC1	-4%	8%	-0.2%	-12%	-0.6%	-10%	3.7	47	6%	-0.6%
CC(C)NC(=O)CN(Cc1ccccc1)S(=O)(=O)c1ccccc1	-4%	4%	4.6%	2%	-1.1%	3%	0.1	44	-6%	0.3%
Cc1cc(C(=O)CSc2nc3ccccc3[nH]2)c(C)n1C	-8%	9%	-0.4%	-5%	-0.5%	4%	1.6	75	2%	5.1%
CC(C)(C)c1ccc(OCC(O)CS(=O)(=O)c2ccccn2)cc1 (stereo not drawn)	0%	68%	-1.4%	-6%	-1.0%	-7%	-0.2	49	-2%	0.1%
CN(c1ccccc1)S(=O)(=O)c1cccc(C(=O)NNC(=O)c2ccncc2)c1	·	7%	1.3%[50 µM]	1%	·	4%	0.1	68	·	1.0%
COc1ccc(NC(=O)CN(C)C(=O)c2cc(CN3C(=O)c4ccccc4C3=O)ccc2OC)cc1	·	15%	0.9%[50 µM]	1%	·	17%	-0.7	68	·	1.4%
CON1C(=O)C(=O)N(OC)C2CCCCC21 (stereo not drawn)	0%	23%	-0.6%	-2%	·	2%	·	·	1%	·
CCCN(CC(=O)Nc1ccc(C(N)=O)cc1)CC(=O)Nc1ccc(F)c(F)c1F	2%	-4%	0.4%	-3%	-0.2%	11%	-0.6	82	8%	-0.4%
Cc1cc(C(=O)OCC(=O)c2ccc(Br)s2)no1	-4%	9%	i	-2%	-0.1%	6%	-0.5	61	4%	0.9%
CS(=O)(=O)N(CC(=O)NCCC1=CCCCC1)C1CCCCC1	3%	-2%	-0.5%	-3%	0.2%	-2%	0.2	37	-1%	3.1%
Cc1ccc(-c2csc3nnc(SCC(=O)N4CCN(Cc5ccccc5)CC4)n23)cc1	2%	4%	i	-13%	0.2%	9%	0.2	55	-23%	-0.5%
O=C(O)CCn1cnc2ccccc2c1=O	4%	7%	1.0%	4%	0.4%	17%	-0.2	34	5%	0.4%
